# From PubChem BioAssay
# RGS4-Gao reg: modulators of RGS4 binding to Galphao, primary screen, biochemical, multiplexed bead flow cytometry | binding response (% of control), % at 10 µM | 220,000 compounds, 0.33% hits | AID 1415, 2008 | Guanine nucleotide-binding protein G(o) subunit alpha (Homo sapiens), P09471 | actives lie on both sides; in the data active = binding response below about 49% or above about 150%; inactive = in between;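 note: fluorescent Galphao activated with aluminum fluoride binding bead-coupled RGS4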
# Bcl-B Bim block: inhibitors of Bim-Bcl-B binding, primary screen, biochemical, multiplexed, human Bcl-2 family. inhibition, % at 10 µM. bead-based flow cytometry, Bim peptide-Bcl-B binding. 190,000 compounds, 0.073% hits. Bcl-2-like protein 10 (Homo sapiens), Q9HD36;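 note: 0% = tracer peptide without compound and 100% = reference inhibitor peptide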
# Bcl-XL Bim block: inhibitors of Bim-Bcl-XL binding, primary screen, biochemical, multiplexed, bead flow cytometry, human Bcl-XL; AID 1007, 2008; 190,000 compounds, 0.04% hits; Bim peptide-Bcl-XL binding, fluorescence; inhibition, % at 10 µM; Bcl-2-like protein 1 (Homo sapiens), Q07817
# Bcl-W Bim block: inhibitors of Bim binding to Bcl-W, primary screen, biochemical, multiplexed, bead-based flow cytometry | Bim peptide-Bcl-W binding | inhibition, % at 10 µM | Bcl-2-like protein 2 (Homo sapiens), Q92843 | 190,000 compounds, 0.02% hits;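 note: 0% = bound tracer without compound and 100% = peptide blocker; higher means less fluorescent Bim peptide bound to Bcl-W beads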
# ABCG2 block: ABCG2 efflux pump inhibitors, primary screen, multiplex with ABCB1, IgMXP3 cells, flow cytometry. JC-1 efflux. inhibition, % at 6.6 µM. AID 1325, 2008. Broad substrate specificity ATP-binding cassette transporter ABCG2 (Homo sapiens), Q9UNQ0. 190,000 compounds, 0.1% hits;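 active = inhibition above 80%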;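 note: 0% = DMSO and 100% = nicardipine control wells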
#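 Test system: ABCG2 IgMXP3 and barcoded ABCB1 CCRF-Adr cell mix; Schedule: cells with compound and JC-1, 10 min at 25 °C, rotating, no wash; Technique: flow cytometry of retained JC-1 fluorescence; Measure: % inhibition of efflux relative to nicardipine and DMSO; Controls: nicardipine high and DMSO low controls.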
# Avidin fluor: green autofluorescence of compounds with avidin beads – biophysical, 488/530 nm, flow cytometry, artefact control, profiling panel; AID 1775, 2009; fluorescence (KMESF) at 10 µM; 220,000 compounds, 0.38% hits; compound fluorescence 488/530 nm; active compounds read high; in the data active = fluorescence above about 47; note: inactives centre near 10
# RGS7-Gao: RGS7-Galphao binding modulators, primary screen, biochemical, multiplexed bead flow cytometry | Guanine nucleotide-binding protein G(o) subunit alpha (Homo sapiens), P09471 | actives lie on both sides | binding response (% of control), % at 10 µM | 220,000 compounds, 0.35% hits | AID 1439, 2008; in the data active = binding response below about 49% or above about 150%; inconclusive = no clear call, values can overlap the other calls; inactive = in between;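 note: fluorescent Galphao held in activated GDP-AlF4 state binding bead-coupled RGS7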
# Bim-Bcl-2: inhibitors of Bim-Bcl-2 binding, primary screen, biochemical, multiplexed, human Bcl-2 family. Apoptosis regulator Bcl-2 (Homo sapiens), P10415. 190,000 compounds, 0.06% hits. Bead-based flow cytometry, Bim peptide-Bcl-2 binding. inhibition, % at 10 µM; in the data active = inhibition above about 40%; inconclusive = no clear call, values can overlap the other calls;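 note: 0% = no compound wells with probe peptide and 100% = reference peptide inhibitor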
# Bim-Bfl-1: inhibitors of Bim binding to Bfl-1, primary screen, biochemical, multiplexed, bead-based flow cytometry. Bcl-2-related protein A1 (Homo sapiens), Q16548. Bim-Bfl-1 binding inhibition. inhibition, % at 10 µM. 190,000 compounds, 0.12% hits. AID 1008, 2008;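 note: 0% = wells without compound plus tracer and 100% = blocker peptide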
# ABCB1 inh: ABCB1 efflux pump inhibitors, primary screen, cell-based, multiplex, flow cytometry, ABCG2 counter-screen. AID 1326, 2008. 190,000 compounds, 0.067% hits. ATP-dependent translocase ABCB1 (Homo sapiens), P08183. inhibition, % at 6.6 µM. CCRF-Adr cells, JC-1 efflux; in the data active = inhibition above about 40%;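 note: 0% = vehicle and 100% = reference inhibitor; higher value means more JC-1 retained so stronger ABCB1 efflux block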
# Target sequence (P08183 whole entry, looked up): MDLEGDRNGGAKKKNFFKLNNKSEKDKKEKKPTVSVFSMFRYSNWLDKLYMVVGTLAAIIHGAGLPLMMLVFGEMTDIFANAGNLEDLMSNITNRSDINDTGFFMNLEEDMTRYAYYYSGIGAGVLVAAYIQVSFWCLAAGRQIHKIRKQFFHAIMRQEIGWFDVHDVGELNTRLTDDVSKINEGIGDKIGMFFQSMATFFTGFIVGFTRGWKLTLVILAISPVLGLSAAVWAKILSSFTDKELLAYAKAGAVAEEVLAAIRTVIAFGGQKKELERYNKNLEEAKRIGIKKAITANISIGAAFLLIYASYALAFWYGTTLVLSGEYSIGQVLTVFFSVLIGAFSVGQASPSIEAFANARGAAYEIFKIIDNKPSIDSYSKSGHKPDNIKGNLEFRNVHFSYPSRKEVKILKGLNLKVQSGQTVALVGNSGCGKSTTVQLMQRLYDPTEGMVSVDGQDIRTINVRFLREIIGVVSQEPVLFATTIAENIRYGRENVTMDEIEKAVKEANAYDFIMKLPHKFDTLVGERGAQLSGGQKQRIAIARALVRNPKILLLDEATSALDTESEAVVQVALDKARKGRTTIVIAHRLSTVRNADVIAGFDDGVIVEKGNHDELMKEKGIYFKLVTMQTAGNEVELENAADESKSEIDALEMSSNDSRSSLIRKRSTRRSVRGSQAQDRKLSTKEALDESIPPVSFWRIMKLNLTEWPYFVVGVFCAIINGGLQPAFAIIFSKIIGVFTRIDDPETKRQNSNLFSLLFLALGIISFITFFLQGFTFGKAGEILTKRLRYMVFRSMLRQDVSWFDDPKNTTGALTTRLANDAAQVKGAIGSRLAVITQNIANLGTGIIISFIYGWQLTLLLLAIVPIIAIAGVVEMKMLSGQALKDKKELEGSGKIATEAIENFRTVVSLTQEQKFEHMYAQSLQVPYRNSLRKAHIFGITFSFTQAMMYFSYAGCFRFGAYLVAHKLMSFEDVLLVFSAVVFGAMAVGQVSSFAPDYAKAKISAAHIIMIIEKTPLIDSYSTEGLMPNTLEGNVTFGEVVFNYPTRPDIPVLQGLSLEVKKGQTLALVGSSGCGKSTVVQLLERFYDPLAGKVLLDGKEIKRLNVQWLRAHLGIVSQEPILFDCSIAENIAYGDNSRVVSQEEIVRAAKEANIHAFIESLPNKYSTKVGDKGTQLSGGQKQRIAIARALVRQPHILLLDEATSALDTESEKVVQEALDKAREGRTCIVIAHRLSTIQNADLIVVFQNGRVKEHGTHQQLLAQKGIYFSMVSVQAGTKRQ
# GSH bead fluor: compound fluorescence on glutathione beads, profiling panel, artefact control, biophysical, 488/530 nm, flow cytometry | fluorescence (KMESF) at 10 µM | GSH beads flow cytometry, compound fluorescence 488/530 nm; active compounds read high | 190,000 compounds, 0.25% hits; in the data active = fluorescence above about 89;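 note: glutathione beads carrying GST-tagged Bcl family fusion proteins plus one bare bead set; values are compound well signal with DMSO vehicle wells as background; inactives centre near 16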
# An asterisk follows results filed as active; ? = inconclusive; / = not tested or not shown. Cut-off read from the data, not from the text of the source, unless noted: active = inhibition above about 40%.
SMILES,RGS4-Gao reg,Bcl-B Bim block,Bcl-XL Bim block,Bcl-W Bim block,ABCG2 block,Avidin fluor,RGS7-Gao,Bim-Bcl-2,Bim-Bfl-1,ABCB1 inh,GSH bead fluor
CCCCN(CC)CCCNC(=O)CN1C(=O)CSc2ccc(S(=O)(=O)N3CCOCC3)cc21,105,-1,-2,-1,0,8,108,1,-2,0.0,13
C[C@H](Nc1ncnc2sc3c(c12)CCC3)C(=O)O,97,-1,-5,-4,0,35,99,-5,0,-0.1,24
CCN(CC)CCNC(=O)c1cccc(NC(=O)C(=O)c2cc(Br)ccc2NC(C)=O)c1,106,-1,-2,2,0,23,105,0,-4,-0.1,11
COc1ccc(C/C(C)=N/NS(=O)(=O)c2ccc(Br)cc2)cc1,102,-3,0,0,4,7,102,-1,-5,3.5,12
COc1ccc(OC)c(S(=O)(=O)n2cccn2)c1,102,0,-1,0,1,2,100,0,-1,0.1,20
COCC(=O)N(Cc1cc2cc(OC)ccc2[nH]c1=O)c1ccc(C)cc1,99,-3,-1,-4,20,9,100,-3,-2,0.7,43
CCNc1nc(NC(C)C)nc(N(C#N)C(C)C(=O)N(C)C)n1 (stereo unspecified),104,-3,-4,-5,1,23,106,-3,-2,0.5,28
COc1ccc(CCNC(=O)Cc2cc(=O)[nH]c(=O)[nH]2)cc1OC,97,-7,0,0,1,8,99,-6,-8,0.2,22
CC1CC(N(C(=O)c2ccco2)c2ccccc2)c2ccccc2N1 (stereo unspecified),108,-12,-5,-6,1,10,103,-9,-13,0.6,12
CCCCn1c(-c2ccccc2)cnc1SCC(=O)NCCc1ccc(OC)c(OC)c1,106,-8,-2,0,2,8,108,-8,-12,0.8,34
Cc1ccc(-n2c(Cc3ccccc3)n[nH]c2=S)c(C)c1,98,-10,-2,0,-10,10,106,1,8,-2.1,10
O=C(NCc1cccc(Cl)c1)NCc1cccc(Cl)c1,94,-2,-2,-1,-3,2,103,-4,0,-0.4,7
CCOC(=O)c1ccc(NC(=O)CSc2nnc(COc3ccccc3OC)n2CC)cc1,98,3,5,2,5,12,99,1,-1,1.3,23
Cn1nnnc1SCC(=O)Nc1cccc([N+](=O)[O-])c1,100,0,-1,0,3,9,103,-1,-2,0.0,16
CCC(C)N1CCCCC1C(=O)Nc1c(C)cc(C)cc1C (stereo unspecified),110,2,-1,-3,8,6,111,1,5,2.7,16
Cc1ccc(C(=O)COC(=O)c2ccccc2N2C(=O)C3C4CCC(C4)C3C2=O)cc1C (stereo unspecified),101,-1,0,0,1,13,97,0,-3,-2.4,21
COc1cccc(NC(=O)c2ccccc2-c2nc(-c3cccc(C)c3)no2)c1,103,-8,-18,-1,7,14,101,-9,-10,1.3,45
COc1ccc(Nc2nc(NCC3CCCO3)c3ccccc3n2)c(OC)c1 (stereo unspecified),97,-8,-6,-6,26,8,?,-4,-4,16,17
O=C(O)CCCNc1n[nH]c(=O)[nH]c1=O,107,-6,-2,-2,0,11,103,0,0,0.2,27
CCCCn1c(SCC(=O)N(C)C)nnc1-c1ccncc1,101,7,0,-2,3,12,?,2,6,0.7,28
COc1ccc(-c2nnc(OCc3nc4ccccc4n3C)c3ccccc23)cc1,102,11,3,4,12,7,81,17,18,8.0,6
O=C(CSCc1c[nH]c(=O)[nH]c1=O)OCC(=O)c1ccc(Br)cc1,102,-1,1,-2,1,11,102,-1,-3,0.0,25
Cc1ccc(Nc2nc(CSc3nnnn3-c3ccccc3)cc(=O)[nH]2)cc1,99,3,2,2,10,21,96,0,4,-1.1,21
Cc1cccc(-c2nnc(SCc3nc4ccccc4[nH]3)n2Cc2ccco2)c1,94,-9,-6,-6,0,22,96,-6,-8,0.0,13
COc1ccc2[nH]c(C)c(CCNC(=S)Nc3ccc(F)cc3)c2c1,103,-2,-4,0,7,10,103,-2,-6,0.8,12

# Entries of single compounds, looked up by structure:
# `CCCCn1c(SCC(=O)N(C)C)nnc1-c1ccncc1` across the screens: RGS4-Gao reg = 101; Bcl-B Bim block = 7; Bcl-XL Bim block = 0; Bcl-W Bim block = -2; ABCG2 block = 3; Avidin fluor = 12; RGS7-Gao = ?; Bim-Bcl-2 = 2; Bim-Bfl-1 = 6; ABCB1 inh = 0.7; GSH bead fluor = 28
# `O=C(NCc1cccc(Cl)c1)NCc1cccc(Cl)c1` across the screens: RGS4-Gao reg = 94; Bcl-B Bim block = -2; Bcl-XL Bim block = -2; Bcl-W Bim block = -1; ABCG2 block = -3; Avidin fluor = 2; RGS7-Gao = 103; Bim-Bcl-2 = -4; Bim-Bfl-1 = 0; ABCB1 inh = -0.4; GSH bead fluor = 7

# Continuation.
SMILES,RGS4-Gao reg,Bcl-B Bim block,Bcl-XL Bim block,Bcl-W Bim block,ABCG2 block,Avidin fluor,RGS7-Gao,Bim-Bcl-2,Bim-Bfl-1,ABCB1 inh,GSH bead fluor
COc1cccc(C(=O)/C=C/c2ccc(SC)cc2)c1,99,1,2,0,3,15,96,0,-1,0.2,20
O=C(c1ccco1)N1C(=O)c2cccc3cccc1c23,101,-3,-1,0,17,9,98,-3,-2,1.9,19
CC(=O)Nc1cccc(NC(=S)Nc2cccc(Cl)c2Cl)c1,95,-3,0,0,0,11,96,2,0,-0.1,25
CC(C)(C)C(=O)Nc1nc(-c2ccc3c(c2)OCO3)cs1,98,-9,-14,0,4,6,102,-6,-7,0.2,33
COc1cccc(C(=O)Oc2cc(C)[nH]c(=O)c2[N+](=O)[O-])c1,101,2,1,2,3,13,97,0,0,0.5,10
C=CCn1cnc2c(nnn2-c2ccc(C)c(Cl)c2)c1=O,101,-2,0,0,12,11,102,3,-2,-0.1,13
COc1cccc(Cn2cnc3c([N+](=O)[O-])c(C)c(C)cc32)c1,100,-1,-3,0,15,10,100,-4,-1,3.1,19
CC(C)C(=O)Nc1ccc(C(=O)N2CCN(C(=O)c3ccco3)CC2)cc1,100,/,/,/,1,4,105,/,/,0.1,25
CCc1cccc(C)c1NC(=O)C1CCN(C(=O)c2ccc([N+](=O)[O-])cc2)CC1,103,-4,2,-1,11,11,102,-6,-5,1.0,12
CSC(=N/N=C(\N)c1cnccn1)SC,90,-4,-1,0,1,1,94,2,9,0.1,6
CNC(=S)N(Cc1ccc(OC)cc1)C1CC(=O)N(c2ccc(OC)cc2)C1=O (stereo unspecified),99,-4,-6,-2,14,4,102,-2,-2,0.6,29
CCCCOc1ccc(C(C)NC(=O)CCS(=O)(=O)Cc2ccc(Cl)cc2)cc1 (stereo unspecified),97,0,1,0,4,14,96,-9,-21,0.9,11
CC(=O)n1cc([C@H]2C=C(C(=O)N3CCN(Cc4ccc5c(c4)OCO5)CC3)O[C@@H](OCCCCO)C2)c2ccccc21,103,-4,-1,0,6,5,103,-4,-4,1.9,19
C=CCn1c(SCC(=O)Nc2cc(C)on2)nnc1C1COc2ccccc2O1 (stereo unspecified),103,-4,0,1,2,25,97,-2,-3,0.1,17
COc1ccccc1S(=O)(=O)Cc1ccc(C(=O)N2CCN(c3ccccc3)CC2)o1,102,-8,-6,1,11,7,101,-5,-14,1.5,45
O=C(NCCNc1ccc([N+](=O)[O-])cc1)c1ccccc1Br,102,-1,1,1,41,7,104,3,0,1.1,20
COc1cccc(CNC(=O)CCC2CCCN(C(=O)c3cc(C4CC4)[nH]n3)C2)c1 (stereo unspecified),101,-6,-4,1,1,3,101,-4,-6,1.8,9
CC1CC(C)CN(C(=O)CNS(=O)(=O)c2ccc(Br)s2)C1 (stereo unspecified),100,3,0,-3,5,13,99,2,-3,1.0,23
Cc1cc(C)nc(-n2cc(C(=O)c3cc(F)ccc3O)cn2)n1,92,-7,-9,-5,4,14,90,-5,-5,1.3,9
CC(CCc1ccccc1)NCC(O)COc1ccccc1 (stereo unspecified),96,-6,-4,-3,1,8,?,0,-6,1.0,12
Cc1nc(S(=O)(=O)N(C)Cc2ccccc2)c(C#N)c(C)c1Cl,91,-6,-4,0,27,12,90,-6,-9,2.5,14
COc1ccc(/C=N/OCC(=O)N(Cc2ccc(OC)cc2)c2ccccc2C(=O)O)cc1,99,-9,-7,-6,1,11,97,-5,-14,0.2,10
CCOC(=O)c1[nH]c(C)c(C(=O)Nc2ccc3c(c2)OCCO3)c1C,98,-15,-9,-1,2,11,102,-11,-14,0.2,15
CC(C)OC(=O)CSc1ncnc2c1cnn2-c1ccccc1,101,-7,-4,0,1,8,106,-4,-14,0.1,16
O=S(=O)(c1ccccc1)n1cc(-c2ccccn2)c(N2CCOCC2)n1,99,-6,0,0,1,11,?,0,-5,1.0,11

# Following part.
SMILES,RGS4-Gao reg,Bcl-B Bim block,Bcl-XL Bim block,Bcl-W Bim block,ABCG2 block,Avidin fluor,RGS7-Gao,Bim-Bcl-2,Bim-Bfl-1,ABCB1 inh,GSH bead fluor
c1ccc(C2Nc3ccccc3Oc3ccccc32)cc1 (stereo unspecified),93,-1,-2,-2,6,24,91,-25,-3,0.5,17
COc1ccc(-c2[nH]ncc2CN(C)Cc2cccnc2)c(OC)c1,99,-9,-7,-3,2,1,97,-4,-7,0.2,13
CCOC(=O)C1=C(N)N(c2ccccc2)C(=O)C1,98,0,3,2,8,6,103,0,0,0.7,12
CN1C(=O)CC(N2CCN(c3ccc(Cl)cc3)CC2)C1=O (stereo unspecified),101,-4,-4,-2,2,14,102,3,1,0.0,5
CCOC(=O)c1ccccc1NC(=O)Cc1sc(-c2cccnc2)nc1-c1ccc(C)cc1,102,-4,-7,-4,23,13,102,-2,-2,3.5,4
COCCCn1c(SCC(=O)Nc2cccc(C(=O)OC)c2)nnc1-c1ccncc1,102,-8,-3,0,3,4,103,-3,-11,0.3,26
CCOc1ccc(NC(=O)c2cc3c(=O)n(C)c4ccccc4c3n2C)cc1,103,-3,0,4,-1,9,104,-4,-9,0.1,22
O=C(Cn1nc(C(F)(F)F)c2c1CCC2)NC1CCCCC1,107,-2,0,8,0,6,105,1,-8,0.1,7
CC(C)n1c2ccccc2c2cc([N+](=O)[O-])ccc21,90,-11,-7,-5,24,8,88,-8,-11,0.7,15
CCOc1nc(Nc2ccc(OC)cc2)nc(OCC)n1,100,-3,-2,3,7,8,98,-2,-8,0.6,27
CCn1c(-c2ccccc2)c(C(=O)CCl)c2ccccc21,98,-4,-3,0,12,11,102,-4,-2,0.1,12
CCCN1C(=O)C2C(C(=O)Nc3cccc(OC)c3)C3C=CC2(O3)C1C(=O)NC1CCCCC1 (stereo unspecified),97,-1,-2,0,1,31,98,-1,-1,0.4,13
C=CCn1c(COc2ccccc2)nnc1SCC(=O)Nc1ccc2c(c1)OCCO2,102,-4,-5,-1,45,15,99,-8,-17,1.4,36
